PI4K2A inh: PI4K2A (human) kinase inhibition; Q9BTU6; activity change, negative = inhibition, % at 76.9 µM; purified PI4K2A, ADP-Glo luminescence, 1 h; stronger effect = lower value; hit rate 0.13% among 420,000; in the data active = activity change below about -50%; inconclusive = mostly about -30% to -49%;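 note: -100% = wells without enzyme as full effect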
Target sequence (Q9BTU6 whole entry, looked up): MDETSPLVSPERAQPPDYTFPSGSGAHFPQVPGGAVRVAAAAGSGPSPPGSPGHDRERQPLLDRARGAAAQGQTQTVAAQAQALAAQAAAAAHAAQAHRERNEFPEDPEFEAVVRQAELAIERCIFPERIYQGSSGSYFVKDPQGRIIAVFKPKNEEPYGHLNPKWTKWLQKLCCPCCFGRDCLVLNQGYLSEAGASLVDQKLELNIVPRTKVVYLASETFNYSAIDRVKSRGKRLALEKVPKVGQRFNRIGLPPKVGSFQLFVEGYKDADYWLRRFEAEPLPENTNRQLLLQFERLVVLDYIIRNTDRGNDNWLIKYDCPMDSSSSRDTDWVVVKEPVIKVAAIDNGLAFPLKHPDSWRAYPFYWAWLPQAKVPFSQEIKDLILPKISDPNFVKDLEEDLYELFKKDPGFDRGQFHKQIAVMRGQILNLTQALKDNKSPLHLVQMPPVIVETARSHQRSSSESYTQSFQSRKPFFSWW
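PI4K2A activity was measured by ADP-Glo luminescence: enzyme (4 ug/mL stock) and phosphatidylinositol (1.2 mM stock) in Tris pH 7.5/MgCl2/EGTA/Triton X-100 buffer were reacted with ATP (300 microM stock) for one hour at ambient temperature.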
BAZ2B inh: inhibitors of human BAZ2B bromodomain | Q9UIF8 | AlphaScreen BAZ2B-H3K14Ac peptide displacement | Potency, µM (doses to about 114 µM), without a hit: at the highest dose activity change, negative = inhibition, actives largely listed as inhibitors | hit rate 4.4% among 360,000 | AID 504333; note: potency is the fitted concentration of half-maximal effect; % is set by controls: 0 for no effect and ±100 for the full control effect; nearly all actives have a fitted effect of over 60% in size
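Complex of BAZ2B and biotin-H3K14Ac (50 nM apiece) forms over 30 min at RT, then faces library compounds up to 110 uM for another 30 min; AlphaScreen beads added, 20 min dark incubation, luminescence read.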
ERG-DNA inh: blocks human ERG Ets domain binding to DNA | P11308 | fluorescence polarization, His-ERG Ets domain / labelled DNA | Potency, µM (highest dose often 76.9 µM), without a hit: at the highest dose FP activity, negative = inhibition, usual class: inhibitors | hit rate 0.028% among 370,000 | AID 624246; active = well fitted inhibition curve with a large enough effect in the polarisation, with a control signal flat; inconclusive = small, poorly fitted or top-dose-only effect, or effect the other way, or a change in a side signal; inactive = no such curve, though single readings can be large or run the other way; the % refers to the polarisation;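 note: polarization taken with two DNA probes labelled with fluorescein and Texas red; potency is the fitted concentration of half-maximal effect; % of control where 0% means no effect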
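His-tagged ERG Ets domain (1 uM in the protein solution; 300mM KCl, 50mM Tris-HCl, 1mM EDTA, 1mM DTT, pH 7.5) received compound, then a probe mix of 5 nM fluorescein-DNA and 100nM Texas-615-DNA. Fluorescence polarization was read for both dyes.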
G9a inh: G9a (human) methyltransferase inhibition | hit rate 8.8% among 350,000 | Potency, µM (series often up to 102 µM), without a hit: top-dose activity, negative = inhibition, usual class: inhibitors | G9a H3K9 monomethylation, AlphaScreen, 2 h; note: potency is the fitted concentration of half-maximal effect; % is set by controls: 0 for no effect and ±100 for the full control effect; nearly all actives have a fitted effect of over 75% in size
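G9a (20 nM) was preincubated 15 min with compound, then reacted 2 h at room temperature with 500 nM biotin-H3K9 peptide and 20 µM SAM. Monomethyl-H3K9 detected by AlphaScreen using anti-H3K9me1 antibody.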
HP1b chromo inh: inhibitors of HP1-beta chromodomain binding to methylated histone tails | AlphaScreen HP1-beta / biotin-H3K9me3 peptide binding | AID 540317 | Potency, µM (titrated, usually from 114 µM), for inactives: top-dose activity change, negative = inhibition, actives largely listed as inhibitors | hit rate 0.56% among 390,000; note: potency is the fitted concentration of half-maximal effect; nearly all actives have a fitted effect of over 70% in size; inactives centre near 23
Target sequence (P83916 whole entry, looked up): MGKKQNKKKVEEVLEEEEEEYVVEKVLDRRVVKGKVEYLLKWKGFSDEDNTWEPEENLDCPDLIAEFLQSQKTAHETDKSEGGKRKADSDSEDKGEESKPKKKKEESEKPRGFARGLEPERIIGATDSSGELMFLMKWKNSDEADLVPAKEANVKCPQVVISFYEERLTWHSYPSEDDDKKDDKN
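HP1-beta protein (50 nM final) preincubated 30 min at room temperature with biotinylated H3(1-18)K9me3 peptide (50 nM) in PBS pH 7.4, 0.01% Tween-20, then compound added for 30 min. AlphaScreen streptavidin donor/nickel chelate acceptor beads (10 ug/mL final), 30 min dark, luminescence read.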
Pin1 inh: inhibitors of human Pin1. Q13526. Pin1 FP peptide displacement, HiFluor488, 10 min. Potency, µM (top dose mostly 115 µM), for inactives: top-dose activity, negative = inhibition, hits mostly inhibitors. hit rate 0.009% among 390,000. AID 504891; active = well fitted inhibition curve with a large enough effect in the polarisation, with a control signal flat, not every such curve was filed as active; inconclusive = small, poorly fitted or top-dose-only effect, or effect the other way, or a change in a side signal; inactive = no such curve, though single readings can be large or run the other way; the % refers to the polarisation; note: potency is the fitted concentration of half-maximal effect; % is set by controls: 0 for no effect and ±100 for the full control effect
Target sequence (Q13526 whole entry, looked up): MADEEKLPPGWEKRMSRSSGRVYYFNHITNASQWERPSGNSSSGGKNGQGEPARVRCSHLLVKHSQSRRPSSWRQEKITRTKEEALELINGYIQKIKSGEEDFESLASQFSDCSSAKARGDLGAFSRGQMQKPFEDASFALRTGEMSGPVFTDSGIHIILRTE
GLS inhibitor: inhibitors of human glutaminase (GLS). GLS enzymatic activity, qHTS titration. hit rate 0.21% among 410,000. Potency, µM (titrated, usually from 45.5 µM), for inactives: at the highest dose activity change, negative = inhibition, actives largely listed as inhibitors; note: potency is the fitted concentration of half-maximal effect; % is set by controls: 0 for no effect and ±100 for the full control effect
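hKGA in 45 mM KH2PO4 pH 8.2, 0.02% Tween-20 with pin-transferred compounds; 1 mM L-glutamine (stock) plus glutamate oxidase/HRP/Amplex Red coupling added. Fluorescence read initially and after 30 min at RT.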
PGK inhibitor: blocks T. brucei phosphoglycerate kinase; P07378; PGK/GAPDH coupled, Kinase-Glo luminescence, 60 min; Potency, µM (doses to about 57.5 µM), for the others: at the highest dose activity change, negative = inhibition, usual class: inhibitors; hit rate 0.043% among 380,000; AID 602233; note: potency is the fitted concentration of half-maximal effect; % is set by controls: 0 for no effect and ±100 for the full control effect; nearly all actives have a fitted effect of over 60% in size
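Luminescent ATP detection (Kinase-Glo Plus) follows a 60-minute room-temperature incubation, with wells lacking PGK as controls. Buffer: 100 mM TEA (pH 7.6), 5 mM MgCl2, 0.01% Tween-20. Coupling enzyme GAPDH (100 nM final) supplies unstable 1,3-BPG in-well.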
JMJD2A Tudor: inhibitors of human JMJD2A Tudor domain | O75164 | AlphaScreen JMJD2A-Tudor / H3K4me3 peptide binding | Potency, µM (doses to about 114 µM), for inactives: at the highest dose activity change, negative = inhibition, actives largely listed as inhibitors | hit rate 4.4% among 390,000 | AID 504339; note: potency is the fitted concentration of half-maximal effect; % is set by controls: 0 for no effect and ±100 for the full control effect; nearly all actives have a fitted effect of over 50% in size
The depositor's hits bear a star; i = inactive; u = inconclusive; x = not tested or not shown; [ ] = dose if it differs, or a comment. Unless noted, calls come from the whole dose curve; as a rule, active = well fitted curve in the direction sought with a large enough effect; inconclusive = small, poorly fitted or top-dose-only effect, or another doubt; inactive = no such curve, though single readings can be large; an effect the other way counts as inactive or inconclusive.

structure	PI4K2A inh	BAZ2B inh	ERG-DNA inh	G9a inh	HP1b chromo inh	Pin1 inh	GLS inhibitor	PGK inhibitor	JMJD2A Tudor
CC(=O)N1N=C(c2ccco2)CC1c1ccc(Br)cc1 (stereo not drawn)	2	-5%	-17%	u	-4%	-3%	5%	-4%	-17%
Cc1nnc(SCC(=O)N(C(C)C)C(C)C)nc1C	-3	8%	2%	u	56%[activator]	-4%	8%	2%	15%
CCOP(=O)(OCC)C(NC(=O)Nc1ccc(Cl)cc1)C(N)=O (stereo not drawn)	-1	6%	-14%	-12%	33%	1%	-3%	0%	-1%
COc1ccc(/C(C)=N/Nc2nccnc2Cl)cc1	-16	0%	8%	u	6%	0%	0%	-1%	-30%
CCN(CC)CCNC(=O)C1c2ccccc2C(=O)N(CCOC)C1c1ccc(F)cc1 (stereo not drawn)	-12	-5%	7%	10%[59 µM]	9%	-4%	6%	-6%	-1%
COC(=O)c1ccc(C(NC(=O)c2cccnc2)NC(=O)c2cccnc2)cc1	2	3%	0%	1%	34%	-3%	-5%	7%	-13%
C[C@@H]1CN([C@@H](C)CO)C(=O)c2cc(NC(=O)CCN3CCOCC3)ccc2O[C@@H]1CN(C)C(=O)Nc1ccccc1	5	x	-13%	x	17%	4%	-2%	0%	-18%
COC(=O)Nc1c(-c2ccccc2)nc2ccc(C)cn12	-6	27%	1%	39%[activator]	53%[activator]	-2%	17%	-9%	-25%[11.4 µM]
COc1ccc(C(CC(=O)Nc2ccc(C(C)=O)cc2)N2Cc3ccccc3C2=O)cc1 (stereo not drawn)	3	-17%	-3%	-27%[59 µM]	18%	1%	6%	x	-10%
O=C(N/N=C/c1cccnc1)c1sc2ccccc2c1Cl	7	-4%	-4%	x	50%[activator]	4%	-12%	-3%	0%
Cc1ccc2c(c1)N(C)/C(=C/c1cccc[n+]1C)S2	4	u	-3%	6.3µM*	-25%	0%	-2%	-3%	u
CC(CCc1ccccc1)NC(=O)Cn1ncc2c3ccccc3n(Cc3ccc(F)cc3)c2c1=O (stereo not drawn)	0	-3%	-7%	9%[59 µM]	61%[activator]	2%	0%	-5%	0%
CCCC1=C(C(=O)OCC)C(c2cccs2)n2ncnc2N1 (stereo not drawn)	1	-4%	-2%	-4%[59 µM]	35%	u	11%	-6%	-19%
CCCCn1c(NC(=O)c2ccco2)c(S(=O)(=O)c2ccc(C)cc2)c2nc3ccccc3nc21	-4	-6%	-9%	u	8%	u	1%	-8%	-25%
Cc1ccc(NC(=O)N/C=C/c2ccc(Cl)cc2)cc1	0	-36%[57.1 µM]	-2%	10%	7%	0%	32%[activator]	-7%	-22%[11.4 µM]
O=C1c2cccc3cccc(c23)C(=O)N1CCCSc1ncn[nH]1	-5	-5%	6%	-11%	74%[activator]	1%	-4%	-10%	-2%
CNCCNC[C@H](Cc1cccc2ccccc12)NCCc1ccccc1	2	x	-2%	x	-1%	-3%	0%	2%	u
Cc1cc(/C=N/NC(=O)c2ccc(CN3CCOCC3)cc2)c(C)n1-c1ccccc1	0	u	1%	u	5%	1%	19%	3%	u
C[C@H](CO)N1C[C@H](C)[C@@H](CN(C)C(=O)Nc2ccc3c(c2)OCO3)Oc2ccc(NC(=O)Nc3ccc4c(c3)OCO4)cc2C1=O	1	x	5%	x	-8%	-2%	12%	-1%	u
O/N=C1\CCCc2ccc(Cl)cc21	-1	0%	0%	12%[59 µM]	47%[activator]	6%	12%	6%	-5%
Cc1ccc(NC(=O)CCc2c(C)[nH]c(=O)c(C#N)c2C)cc1	0	u	-23%	2%	39%	-6%	-15%	i	1%
Cn1c(N)c(C(=O)COC(=O)CSc2ccc(Cl)cc2)c(=O)n(C)c1=O	0	-7%	20%	5%[59 µM]	34%[activator]	1%	-3%	i	-14%
O=C(O)CCn1cnc2onc(-c3cc(F)cc(F)c3)c2c1=O	-3	-4%	7%	-6%[59 µM]	30%	1%	-1%	i	-18%
Brc1ccc(Nc2c3c(nc4ncnn24)CCC3)cc1	7	11%	-7%	u	36%	4%	4%	-1%	-1%
CC(=O)c1ccc(NC(=O)CSc2nc(C3CC3)nc3ccccc23)cc1	-8	2%	-4%	18%	0%	0%	-10%	-2%	-20%

Ordered by value in JMJD2A Tudor (descending): some entries from above.
structure	PI4K2A inh	BAZ2B inh	ERG-DNA inh	G9a inh	HP1b chromo inh	Pin1 inh	GLS inhibitor	PGK inhibitor	JMJD2A Tudor
Cc1nnc(SCC(=O)N(C(C)C)C(C)C)nc1C	-3	8%	2%	u	56%[activator]	-4%	8%	2%	15%
O=C(O)CCn1cnc2onc(-c3cc(F)cc(F)c3)c2c1=O	-3	-4%	7%	-6%[59 µM]	30%	1%	-1%	i	-18%
CCCCn1c(NC(=O)c2ccco2)c(S(=O)(=O)c2ccc(C)cc2)c2nc3ccccc3nc21	-4	-6%	-9%	u	8%	u	1%	-8%	-25%

Next section
structure	PI4K2A inh	BAZ2B inh	ERG-DNA inh	G9a inh	HP1b chromo inh	Pin1 inh	GLS inhibitor	PGK inhibitor	JMJD2A Tudor
Cc1c([N+](=O)[O-])c(N)nn1C	-2	5%	9%	19%	19%	2%	u	10%	-6%
COc1ccc(Nc2nc(C)cc(C)c2C(N)=O)cc1OC	-6	u	-10%	6%[59 µM]	46%[activator]	-1%	8%	-6%	-7%
Cc1cc(/C=C(\C#N)C(=O)NCc2ccco2)c(C)n1-c1cccnc1	1	-37%	0%	u	-38%	-1%	-1%	i	u
O=C(CNc1ccccc1Cl)N/N=C1\CCCc2ccccc21	6	-1%	4%	7%	36%	0%	14%	5%	-3%
Cc1cc(Nc2ccc3ccccc3c2)n2ncnc2n1	3	-33%	-2%	16µM*	-9%	-2%	5%	-2%	-30%
O=C1c2cccc3cccc(c23)C(=O)N1CC1CCN(S(=O)(=O)c2ccccc2)CC1	-4	x	-1%	x	17%	-1%	48%[activator]	6%	3%
COc1ccc(S(=O)(=O)N(C)CC(=O)Nc2ccc(F)cc2)cc1	0	-18%	x	1%[59 µM]	8%	1%	-7%	-9%	-7%
Cc1ccc(CN2CCC(CNS(=O)(=O)c3ccc(-c4ccc(=O)[nH]n4)s3)CC2)cc1	0	-16%	-2%	x	25%	0%	18%	2%	u
O=C(CNC(=O)c1cc(=O)[nH]c2ccc(S(=O)(=O)N3CCOCC3)cc12)Nc1ccc(F)c(F)c1	-2	x	-3%	x	90%[activator]	u	2%	i	5%
Cc1ccccc1CSCc1ccc(C(=O)NCCCN2CCOCC2)o1	-5	-36%	-1%	-34%[59 µM]	39%	-7%	4%	-5%	-13%
Cc1cc(C)c(Cn2c(C3CC(=O)N(c4ccc(F)cc4)C3)nc3ccccc32)c(C)c1 (stereo not drawn)	-21	-1%	0%	u	13%	0%	-2%	i	-16%
CC(C)OCCCn1c(SCC(N)=O)nc2c(sc3ccccc32)c1=O	3	-6%	-6%	-2%[59 µM]	48%[activator]	6%	-26%	-14%	-19%
CCN(CC)S(=O)(=O)c1ccc(C(=O)OCCNC(=O)c2cccnc2)cc1	-3	-3%	-8%	u	26%	0%	-3%	-4%	-18%
CCc1cccc(CC)c1NC(=O)C(CC)n1nc(C)n2c(cc3cc(C)ccc32)c1=O (stereo not drawn)	-1	-13%	-6%	11%[59 µM]	47%[activator]	-7%	-4%	-5%	3%
CCC(C)c1c(O)nc(SCC(=O)N2CCCCC2)[nH]c1=O (stereo not drawn)	0	-20%	0%	-11%[2.33 µM]	62%[activator]	-13%	14%	x	-12%
COc1ccc(OC)c(/C=C2\Oc3cc(OCC(=O)N4CC(O)C[C@H]4C(=O)O)ccc3C2=O)c1 (stereo partly drawn)	-7	16%	-14%	x	29%	43%[activator]	1%	-6%	-5%
CC(NC(=O)CSc1ncccn1)c1ccc(Cl)cc1Cl (stereo not drawn)	-3	2%	-2%	5%	44%[activator]	2%	-14%	-1%	-4%
COc1cccc(C(=O)Nc2nc(-c3ccccc3)c(-c3ccccc3)o2)c1	-1	u	1%	u	u	24%	1%	-4%	u
CCCCN(C(=O)Cc1ccc2c(c1)OCCO2)c1c(N)n(CC(C)C)c(=O)[nH]c1=O	0	-19%	-7%	-19%	34%	3%	-5%	i	-2%

Assay outcomes deposited in PubChem by National Center for Advancing Translational Sciences (NCATS).
